HEK293 tox = cytotoxic in the GLP-1 receptor inverse agonist counter-screen | HEK293 cAMP-luciferase reporter cells, luminescence, 24 h | Potency, µM (top dose mostly 38.3 µM), for the others: at the top dose activity change, negative = inhibition, hits mostly inhibitors | 410,000 tested, 0.13% active;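 also: loss of luciferase light is scored as toxicity; % is scaled to controls: 0 for no effect and ±100 for the full control effect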
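Seeding density was 200 cells/uL; after overnight-length (12 h) culture, 23 nL compounds went on for 24 h at 37 °C. Readout used a luciferase detection reagent, luminescence taken after 12 min at room temperature.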
GLP1R ag = activates the human GLP-1 receptor | P43220 | HEK293 GLP-1R CRE-luciferase, luminescence, 4-6 h; cells express a hypersensitive GLP-1R form | Potency, µM (doses to about 45.6 µM), for inactives: at the top dose activation, actives largely listed as activators | 380,000 tested, 0.007% active | AID 624172; also: % of control where 0% means no effect
Target sequence (P43220 whole entry, looked up): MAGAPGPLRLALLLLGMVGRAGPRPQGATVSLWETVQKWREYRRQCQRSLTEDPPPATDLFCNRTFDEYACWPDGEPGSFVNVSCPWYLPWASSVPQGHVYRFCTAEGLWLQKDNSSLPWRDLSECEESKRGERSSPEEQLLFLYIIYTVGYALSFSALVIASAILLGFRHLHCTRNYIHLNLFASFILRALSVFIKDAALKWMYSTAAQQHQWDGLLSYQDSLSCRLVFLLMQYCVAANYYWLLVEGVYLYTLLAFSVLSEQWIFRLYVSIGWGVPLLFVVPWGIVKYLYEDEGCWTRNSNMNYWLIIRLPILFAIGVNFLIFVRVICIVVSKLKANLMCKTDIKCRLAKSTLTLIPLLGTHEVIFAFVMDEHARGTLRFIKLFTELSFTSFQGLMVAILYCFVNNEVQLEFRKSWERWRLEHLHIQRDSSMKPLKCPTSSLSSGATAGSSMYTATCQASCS
KB-V1 MDR tox = kills drug-selected multidrug resistant KB-V1 cells; 400,000 tested, 3.4% active; KB-V1 MDR cells viability, CellTiter-Glo, 72 h; AID 1347076; Potency, µM (doses to about 46.1 µM), for the others: top-dose activity change, negative = cytotoxicity, usual class: cytotoxic; also: % is scaled to controls: 0 for no effect and ±100 for the full control effect; nearly all actives have a fitted effect of over 60% in size
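In this primary screen, KB-V1 cells overexpressing P-gp are incubated with library compounds (lowest to highest concentration) for 72 h at 37 degrees C before a luminescent ATP viability read.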
HT1080NT lethal = kills 2HG-producing HT-1080-NT fibrosarcoma cells; AID 686970; 360,000 tested, 1.6% active; HT-1080-NT fibrosarcoma viability, CellTiter-Glo ATP luminescence, 48 h; Potency, µM (titrated, usually from 46.1 µM), without a hit: top-dose activity, negative = less viability, most hits filed as cytotoxic;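 also: NT is the 2HG producing partner of a matched IDH1 knockdown line; 0% = DMSO-treated cells and -100% = media-only wells without cells; nearly all actives have a fitted effect of over 55% in size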
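Luminescent CellTiter-Glo readout after 48 hours of compound exposure at 37 degrees C defined viability of HT-1080-NT cells. Activity was normalized to DMSO wells and cell-free media wells; concentration-response curves were fitted and assigned curve classes.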
GLP-1R inv ag = inverse agonists of human GLP-1 receptor. HEK293 GLP-1R CRE-luciferase, luminescence, 24 h; GLP-1R form is constitutively active. Potency, µM (highest dose often 38.3 µM), without a hit: top-dose activity change, negative = inhibition, usual class: inhibitors. 410,000 tested, 1.6% active. AID 624417; also: % is scaled to controls: 0 for no effect and ±100 for the full control effect; nearly all actives have a fitted effect of over 55% in size
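Readout was luciferase luminescence, measured 12 min after detection reagent at room temperature. Beforehand, GLP-1R reporter HEK293 cells had sat 12 h, then received compounds for 24 hr at 37 deg C.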
TDP-43 yeast inh = TDP-43 toxicity inhibition in yeast; TDP-43 expressing yeast growth rescue, BacTiter-Glo, 24 h; Potency, µM (top dose mostly 46.1 µM), inactives show top-dose growth rescue (activation), actives largely listed as activators; 410,000 tested, 1.8% active; AID 652104; also: % of control where 0% means no effect; nearly all actives have a fitted effect of over 50% in size
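Yeast expressing TDP-43 (pregrown in raffinose, seeded at OD600=0.02 in galactose medium) exposed to compounds 24 hr at 30 deg C. Growth read by BacTiter-Glo luminescence; rescue of toxicity appears as increased signal.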
SW480 rereplic = induces DNA re-replication in SW480 colon adenocarcinoma cells; 340,000 tested, 1.8% active; AID 624297; SW480 DNA re-replication, Hoechst DNA content imaging, 48 h; Potency, µM (series often up to 46.1 µM), without a hit: at the highest dose re-replication activation, actives largely listed as activators; also: % of control where 0% means no effect; nearly all actives have a fitted effect of over 55% in size
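SW480 cells exposed to compounds for 48 hr at 37 C, 5% CO2, then Hoechst-stained 40 min. Nuclear DNA content imaged by fluorescence scanning (405 nm excitation, 500-530 nm emission); re-replication scored as increased high-intensity nuclei.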
HT1080 IDH1KD tx = toxicity to HT-1080 IDH1 knockdown cells (counter line). HT-1080 IDH1 knockdown viability, ATP luminescence, 48 h. Potency, µM (top dose mostly 46.1 µM), for the others: at the highest dose activity, negative = toxicity, most hits filed as cytotoxic. 360,000 tested, 2% active. AID 686971;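 also: 0% = DMSO wells and -100% = cell-free medium wells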
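Luminescent ATP read-out (CellTiter-Glo, 10 min at room temperature) after 48 h compound exposure at 37 °C gave viability of IDH1-knockdown HT-1080 cells. Activity was normalised to DMSO and cell-free wells, then fitted as concentration-response curves.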
KB-3-1 cytotox = kills parental KB-3-1 adenocarcinoma cells; KB-3-1 viability, CellTiter-Glo ATP luminescence, 72 h; Potency, µM (series often up to 46.1 µM), for the others: at the highest dose activity change, negative = cytotoxic, usual class: cytotoxic; 400,000 tested, 1.4% active; also: % is scaled to controls: 0 for no effect and ±100 for the full control effect; nearly all actives have a fitted effect of over 60% in size
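Parental KB-3-1 adenocarcinoma cells in phenol-red-free DMEM with 10% FBS were pin-treated with compounds at several concentrations, incubated 72 h at 37 °C, and viability read by CellTiter-Glo luminescence; concentration-effect curves were fitted after normalization.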
* = called active by the depositor; ? = inconclusive; · = not tested or not shown; & = joins results of further samples; [ ] = dose if it differs, or a comment. Calls follow the shape of the dose curve; as a rule, active = well fitted curve in the direction sought with a large enough effect; inconclusive = small, poorly fitted or top-dose-only effect, or another doubt; inactive = no such curve, though single readings can be large; an effect the other way counts as inactive or inconclusive. Potency is read from the fitted curve at half-maximal effect.

Preview (five entries):
1	COc1ccc2c(c1)CC/C(=C/c1ccncc1)C2=O
2	COc1ccc(NC(=O)CC2SC(N)=NC2=O)c([N+](=O)[O-])c1 (stereo not given)
3	O=C(COC(=O)c1ccc(Br)o1)NCC(=O)Nc1ccc(F)cc1
4	COc1ccc(CN2C(=O)c3cccnc3C2Nc2cc(Cl)ccc2OC)cc1 (stereo not given)
5	COc1cccc(NC(=O)c2cccc(OC)c2OC)c1

entry no.,1,2,3,4,5
HEK293 tox,?,1%,-1%,18%,-8%
GLP1R ag,-26%,-2%,-7%,?,-2%
KB-V1 MDR tox,?,-5%,0%,-11%,0%
HT1080NT lethal,0%,0%,6%,-3%,19%
GLP-1R inv ag,17%,1%,-7%,0%,5%
TDP-43 yeast inh,1%,9%,1%,-12%,10%
SW480 rereplic,?,5%,-2%,-1%,-12%
HT1080 IDH1KD tx,-10%,2%,5%,?,8%
KB-3-1 cytotox,?,7%,8%,-9%,8%

The whole of this part, previewed entries included:
1	COc1ccc2c(c1)CC/C(=C/c1ccncc1)C2=O
2	COc1ccc(NC(=O)CC2SC(N)=NC2=O)c([N+](=O)[O-])c1 (stereo not given)
3	O=C(COC(=O)c1ccc(Br)o1)NCC(=O)Nc1ccc(F)cc1
4	COc1ccc(CN2C(=O)c3cccnc3C2Nc2cc(Cl)ccc2OC)cc1 (stereo not given)
5	COc1cccc(NC(=O)c2cccc(OC)c2OC)c1

entry no.,1,2,3,4,5
HEK293 tox,?,1%,-1%,18%,-8%
GLP1R ag,-26%,-2%,-7%,?,-2%
KB-V1 MDR tox,?,-5%,0%,-11%,0%
HT1080NT lethal,0%,0%,6%,-3%,19%
GLP-1R inv ag,17%,1%,-7%,0%,5%
TDP-43 yeast inh,1%,9%,1%,-12%,10%
SW480 rereplic,?,5%,-2%,-1%,-12%
HT1080 IDH1KD tx,-10%,2%,5%,?,8%
KB-3-1 cytotox,?,7%,8%,-9%,8%

6	COc1ccc(-c2csc(C(C)(O)c3ccccc3)n2)cn1 (stereo not given)
7	C/C(=N\NC(=O)c1nnn(-c2nonc2N)c1-c1ccc2c(c1)OCO2)c1ccc(F)cc1
8	CC(=O)c1cccc(-c2ccnc3c2CC(C(=O)Nc2ccc(C(C)C)cc2)O3)c1 (stereo not given)
9	Cc1noc(/C=C/N(C)C)c1S(=O)(=O)N1CCCC(C(=O)Nc2cccc(F)c2)C1 (stereo not given)
10	COc1cc(/C=C(\C#N)C(=O)Nc2ccc3c(c2)OCCO3)ccc1O

entry no.,6,7,8,9,10
HEK293 tox,4%,-3%,-6%,1%,-21%
GLP1R ag,13%,-3%,11%,·,12%
KB-V1 MDR tox,-2%,?,?,3%,0%
HT1080NT lethal,-2%,-3%,?,·,4%
GLP-1R inv ag,?,8%,?,11%,-21%
TDP-43 yeast inh,?,0%,20µM*,24%,13%
SW480 rereplic,·,-5%,·,·,?
HT1080 IDH1KD tx,-14%,-5%,?,·,2%
KB-3-1 cytotox,-1%,9%,-25%,3%,-4%

11	CCCCC(=O)NC1CC(=O)N(c2ccc3c(c2)OCCO3)C1 (stereo not given)
12	NC(=O)c1cc([N+](=O)[O-])ccc1NCc1cccnc1
13	COc1ccc(Oc2nc(Oc3ccc(OC)cc3)nc(Oc3ccc(OC)cc3)n2)cc1
14	CCN(Cc1ccccc1)C(=O)COC(=O)c1c(C)nsc1NC
15	CC(C)Cn1c(=O)c2ccccc2n2c(CCC(=O)NCC3CCCO3)nnc12 (stereo not given)

entry no.,11,12,13,14,15
HEK293 tox,-11%,-29%,3%,2%,0%
GLP1R ag,1%,17%,-13%,8%,-2%
KB-V1 MDR tox,?,1%,2%,-7%,?
HT1080NT lethal,·,4%,-5%,-7%,-5%
GLP-1R inv ag,4%,0%,20%,-21%,-2%
TDP-43 yeast inh,-9%,19%,-6%,?,-23%
SW480 rereplic,·,12%,5%,-5%,0%
HT1080 IDH1KD tx,·,28%,5%,-1%,8%
KB-3-1 cytotox,12%,3%,2%,-7%,5%

16	CCOC(=O)N1CCN(c2c(N3CCN(c4cccc(C)c4C)CC3)c(=O)c2=O)CC1
17	CC1=CC(C)(C)N2C(=O)C3(C(C#N)=C(N)Oc4cc(C)oc(=O)c43)c3cccc1c32 (stereo not given)
18	c1ccc2sc(SN3CCOCC3)nc2c1
19	O=C(O)CC1(CC(=O)NCc2csc(-c3cccs3)n2)CCCCC1
20	Cc1cc(C)n(-c2nnc(C)c(=O)[nH]2)n1

entry no.,16,17,18,19,20
HEK293 tox,5%,-26%,76%[activator],21%,9%
GLP1R ag,-4%,3%,-5%&1%,6%,-7%
KB-V1 MDR tox,2%,-24%,?,25%,-9%
HT1080NT lethal,16%,-6%,-6%,0%,-4%
GLP-1R inv ag,3%,?,13%,1%,3%
TDP-43 yeast inh,-10%,-6%,14%,3%,0%
SW480 rereplic,-7%,1%,-2%&-7%,-7%,-22%
HT1080 IDH1KD tx,2%,-13%,-7%,1%,-5%
KB-3-1 cytotox,2%,?,-5%,-3%,0%

21	C[C@H](CO)N1C[C@H](C)[C@@H](CN(C)S(=O)(=O)c2ccccc2)Oc2c(cccc2N(C)C)C1=O
22	CC1(C(=O)NS(=O)(=O)c2ccccc2)CCN1C(=O)CC(c1ccccc1)c1ccccc1 (stereo not given)
23	O=C(O)c1ccc([N+](=O)[O-])c(CS(=O)(=O)c2ccc(Cl)cc2)c1
24	Cc1ccccc1C(=O)NC(CC(C)C)C(=O)Nc1cccc(S(=O)(=O)N(C)C)c1 (stereo not given)
25	Cc1ccc(OCCNC(=O)c2ccccc2F)cc1

entry no.,21,22,23,24,25
HEK293 tox,3%,4%,2%,3%,-4%
GLP1R ag,11%,-2%,-5%,-5%,8%
KB-V1 MDR tox,2%,0%,-12%,1%,15%
HT1080NT lethal,7%,3%,-4%,-10%,16%
GLP-1R inv ag,0%,-11%,17%,-5%,-6%
TDP-43 yeast inh,18%,10%,-14%,-17%,-18%
SW480 rereplic,-20%[9.22 µM],·,-5%,2%,-6%
HT1080 IDH1KD tx,13%,9%,0%,-13%,16%
KB-3-1 cytotox,-1%,5%,-7%,?,-21%

26	O=C(CN1CCN(C(=O)C2CCCO2)CC1)Nc1cc(C(F)(F)F)ccc1Cl (stereo not given)
27	O=[N+]([O-])c1cccnc1NCCc1ccccc1
28	Cc1ccc(S(=O)(=O)N(C)C)cc1-n1c(SCC(=O)Nc2ccccc2)nc2ccccc2c1=O
29	CCCCN(CC)C(=O)c1ccc(Cl)cc1
30	CC1CC(C)(C)CC2(C1)NC(=O)N(CC(=O)Nc1cc(C(F)(F)F)ccc1N1CCCCC1)C2=O (stereo not given)

entry no.,26,27,28,29,30
HEK293 tox,-2%,-9%,-22%,17%,-7%
GLP1R ag,6%,15%,22%,8%,2%
KB-V1 MDR tox,-9%,13%,-8%,-2%,-24%
HT1080NT lethal,2%,8%,-6%,9%,-3%
GLP-1R inv ag,12%,38%[activator],-5%,8%,?
TDP-43 yeast inh,17%,-9%[0.397 µM],16%,10%,4%
SW480 rereplic,5%,-1%,-1%,-2%,-10%
HT1080 IDH1KD tx,1%,10%,-1%,5%,-12%
KB-3-1 cytotox,6%,12%,0%,8%,-1%

31	Cc1c(C)n(C(=O)CN2CCC(C(N)=O)CC2)c2ccccc12
32	Cc1ccc(-c2nc(C(=O)NCC3CCCO3)cc3c2[nH]c2ccccc23)cc1 (stereo not given)
33	COc1cc(NC(=O)CNc2cccc(S(=O)(=O)N3CCOCC3)c2)cc(OC)c1
34	COc1cccc(CN(c2ccc3c(c2)CCC3)S(=O)(=O)c2ccc(-n3cnnn3)c(OC)c2)c1
35	O=C(Nc1ccccc1)c1cccnc1NCCc1ccccc1

entry no.,31,32,33,34,35
HEK293 tox,3%,?,18%,18%,-5%
GLP1R ag,19%,-5%,15%,9%,14%
KB-V1 MDR tox,0%,?,?,15%,-17%
HT1080NT lethal,1%,?,-3%,0%,-2%
GLP-1R inv ag,0%,?,-9%,2%,?
TDP-43 yeast inh,0%,25µM*,8%,-10%,24%
SW480 rereplic,-4%,?,12%,1%,-46%[inhibitor]
HT1080 IDH1KD tx,-3%,-28%,-2%,-2%,5%
KB-3-1 cytotox,-8%,?,-15%,-1%,-10%

36	CN(C)C(=C(C#N)C#N)N1CCN(c2ccc(Cl)c(Cl)c2)CC1
37	CC(C)c1ccc(S(=O)(=O)c2cnc(SCC(=O)Nc3ccc4c(c3)OCCO4)[nH]c2=O)cc1
38	COc1ccc(-n2nnnc2Sc2ccc(S(=O)(=O)N3CCOCC3)cn2)cc1
39	O=C(O)c1ccc(CNC(=O)C2CCCN2C(=O)OCc2ccccc2)cc1 (stereo not given)
40	CC[C@H](C)[C@H]1O[C@]2(CC[C@@H]1C)C[C@@H]1C[C@@H](CC=C(C)[C@@H](O[C@H]3C[C@H](OC)[C@@H](O[C@H]4C[C@H](OC)[C@@H](O)[C@H](C)O4)[C@H](C)O3)[C@@H](C)C=CC=C3CO[C@@H]4[C@H](O)C(C)=C[C@@H](C(=O)O1)[C@]34O)O2

entry no.,36,37,38,39,40
HEK293 tox,-8%,2%,-5%,2%,0%
GLP1R ag,-12%,·,2%,-4%,6%
KB-V1 MDR tox,-25%,-18%,2%,1%,23µM*
HT1080NT lethal,-1%,·,-9%,?,2.9µM*
GLP-1R inv ag,-29%,5%,3%,-4%,?
TDP-43 yeast inh,9%,5%,?,10%,10%
SW480 rereplic,-7%,·,3%,-3%,-9%
HT1080 IDH1KD tx,7%,·,-8%,14%,4.1µM*
KB-3-1 cytotox,-2%,7%,8%,9%,7.3µM*
